# Screening data deposited in PubChem by several laboratories.
# pCIP destab: p/CIP protein destabilization; Q05BA5; F442A p/CIP-EGFP cells, EGFP fluorescence, 16 h; decrease of EGFP signal, % at 10 µM; 0.01% of 290,000 active;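 active = EGFP signal decrease of at least 30% at 10 µM or well 3 SD below plate mean, unless failing retest; inactive = the rest, including hits failing retest or dose response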; also: some compounds called inactive have numbers as strong as hits; many of its hits are not listed in these tables
# Target sequence (Q05BA5 1-1403): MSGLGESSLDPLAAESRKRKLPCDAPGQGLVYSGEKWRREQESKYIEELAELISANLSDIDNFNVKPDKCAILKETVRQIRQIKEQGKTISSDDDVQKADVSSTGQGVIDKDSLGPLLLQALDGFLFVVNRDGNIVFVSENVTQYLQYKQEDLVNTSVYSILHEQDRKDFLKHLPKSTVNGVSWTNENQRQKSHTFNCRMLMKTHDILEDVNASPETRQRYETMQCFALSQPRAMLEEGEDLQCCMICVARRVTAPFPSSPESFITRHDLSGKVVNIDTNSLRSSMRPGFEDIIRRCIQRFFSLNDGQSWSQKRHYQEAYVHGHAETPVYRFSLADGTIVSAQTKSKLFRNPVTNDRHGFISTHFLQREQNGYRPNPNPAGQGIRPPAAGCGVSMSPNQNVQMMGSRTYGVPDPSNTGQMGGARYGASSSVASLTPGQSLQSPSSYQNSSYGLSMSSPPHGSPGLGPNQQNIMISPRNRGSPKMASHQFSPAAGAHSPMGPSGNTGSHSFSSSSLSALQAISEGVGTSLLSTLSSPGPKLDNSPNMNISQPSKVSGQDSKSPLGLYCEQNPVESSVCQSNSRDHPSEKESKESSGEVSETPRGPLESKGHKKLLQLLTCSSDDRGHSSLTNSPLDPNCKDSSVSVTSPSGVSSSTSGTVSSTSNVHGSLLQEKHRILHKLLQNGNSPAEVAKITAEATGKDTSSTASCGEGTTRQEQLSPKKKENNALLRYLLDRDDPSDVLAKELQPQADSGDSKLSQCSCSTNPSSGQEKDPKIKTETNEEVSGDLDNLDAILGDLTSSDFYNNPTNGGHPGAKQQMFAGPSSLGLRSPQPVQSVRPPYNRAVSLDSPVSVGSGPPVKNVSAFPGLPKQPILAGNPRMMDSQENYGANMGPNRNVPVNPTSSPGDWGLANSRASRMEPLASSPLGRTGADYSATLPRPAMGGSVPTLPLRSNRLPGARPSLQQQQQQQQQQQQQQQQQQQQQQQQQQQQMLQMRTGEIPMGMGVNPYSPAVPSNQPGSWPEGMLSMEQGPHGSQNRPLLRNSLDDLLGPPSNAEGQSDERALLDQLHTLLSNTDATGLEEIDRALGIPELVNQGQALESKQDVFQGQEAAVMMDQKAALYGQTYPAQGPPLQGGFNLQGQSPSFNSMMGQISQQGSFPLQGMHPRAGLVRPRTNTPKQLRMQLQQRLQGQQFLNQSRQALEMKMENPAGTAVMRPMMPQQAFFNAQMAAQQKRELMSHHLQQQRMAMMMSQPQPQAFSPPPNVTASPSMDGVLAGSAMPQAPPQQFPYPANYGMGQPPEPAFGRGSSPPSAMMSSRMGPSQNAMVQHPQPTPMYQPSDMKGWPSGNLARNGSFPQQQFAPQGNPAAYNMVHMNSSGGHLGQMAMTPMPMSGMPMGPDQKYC
# IMP-1 inhibitor: blocks Pseudomonas aeruginosa IMP-1 metallo-beta-lactamase | purified IMP-1, nitrocefin hydrolysis, epi-absorbance fluorescence | inhibition, % at 5.6 µM | 0.45% of 290,000 active;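 active = inhibition above the mean plus 3 SD of all compounds in the same screening run, cut at about 4.5% in these data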;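 also: 0% = IMP-1 with DMSO and 100% = DMSO wells lacking enzyme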
#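 Assay system: purified recombinant IMP-1 beta-lactamase. Input: IMP-1 0.2 nM before substrate addition. Buffer or medium: Zinc- and detergent-supplemented HEPES buffer, pH 7.1. Schedule: 25 °C, 15 min preincubation, 25 min reaction. Signal: Epi-absorbance fluorescence, 480 nm excitation, 530 nm emission. Evaluation: percent inhibition from optical density relative to buffer-blank wells.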
# M18AAP inhibitor: blocks P. falciparum M18 aspartyl aminopeptidase. 1.2% of 290,000 active. AID 1822. recombinant PfM18AAP, H-Glu-NHMec fluorogenic cleavage. inhibition, % at 7.35 µM;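 active = inhibition above the campaign mean inhibition over all tested compounds plus 3 SD, cut at about 28% in these data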;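 also: 0% = plate median of test compound wells and 100% = 2 mM ZnCl2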
# GPR7 antagonist: human neuropeptides B/W receptor 1 antagonism | GPR7-expressing cells, fluorescence antagonist assay | inhibition, % at 4.4 µM | 1.1% of 290,000 active | AID 1861; in the data active = inhibition above about 16%, passing the limit was not always enough;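 also: cells stimulated with the agonist NPW; 0% = agonist with vehicle and 100% = vehicle without agonist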
# IDE act: activators of human insulin-degrading enzyme in cells; P14735; HEK cells, FAbeta-B cleavage, fluorescence polarization; 0% vehicle, 100% cell-free pure enzyme wells; activation, % at 5.96 µM; 0.073% of 340,000 active;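 active = activation above the mean of all tested compounds plus 3 SD, set per screening campaign, cut at about 17% in these data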
# IDE inh: inhibitors of human insulin-degrading enzyme in cells; AID 434962; HEK cells, FAbetaB cleavage, fluorescence polarization; inhibition, % at 5.59 µM; 0.41% of 320,000 active; P14735;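 active = percent inhibition above the average of all tested compounds plus 3 SD, set per screening campaign, cut at about 16% in these data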;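 also: IDE supplied by intact live HEK cells; FP after avidin binding of uncleaved biotin substrate so inhibition keeps polarization high; 0% = DMSO wells and 100% = 60 µM reference IDE inhibitor Ii1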
# VIM-2 inhibitor: blocks Pseudomonas aeruginosa VIM-2 metallo-beta-lactamase; purified VIM-2, nitrocefin hydrolysis, epi-absorbance fluorescence; inhibition, % at 5.6 µM; 0.89% of 290,000 active;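 active = inhibition above the mean of all tested compounds plus 3 SD, cutoff set per screening run, cut at about 7.5% in these data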;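 also: red hydrolysis product quenches plate fluorescence so inhibitors raise well fluorescence; 0% = enzyme with DMSO and 100% = DMSO without enzyme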
# NALP1 inh: NALP1 inhibition | S. cerevisiae NALP1/ASC/caspase-1 growth, X-gal OD620, 72 h | inhibition, % at 10 µM | 0.61% of 280,000 active | AID 2071; in the data active = inhibition mostly above about 24%, no sharp cut-off; inactive = mostly below about 32%; also: some compounds called inactive have numbers as strong as hits
# PHOSPHO1 block: PHOSPHO1 (human) inhibition; Q8TCT1; recombinant PHOSPHO1, absorbance phosphatase assay; inhibition, % at 13.3 µM; 1.1% of 290,000 active; AID 1565; in the data active = inhibition above about 60%
# * marks the source's active call; other numbers are inactive results; · = not tested or not shown.
mol	PHOSPHO1 block	IDE inh	IMP-1 inhibitor	GPR7 antagonist	VIM-2 inhibitor	NALP1 inh	M18AAP inhibitor	pCIP destab	IDE act
N#C/C(=C1\C(=O)Nc2c(Cl)cc(Cl)cc21)c1nnc2n1CCCCC2	24	3	-2.3	9	0.2	23	4	0	6
O=C(CCl)Nc1ccccc1C(=O)c1ccccc1	24	0	-1.1	-6	1.7	10	9	5	5
CCCCOP(=O)(c1ccc(N(C)C)cc1)C(O)c1ccc(OC)c(OC)c1 (stereo unspecified)	3	2	-1.2	-13	-1.3	23	3	-11	0
O=C(Nc1nc2ccccc2n1CCN1CCOCC1)c1ccc(COc2ccccc2Br)o1	32	10	0.3	1	-0.9	4	-16	-13	-6
NS(=O)(=O)c1cccc(NC(=O)CSc2nnnn2-c2ccccc2)c1	30	-5	-2.5	-8	-2.3	·	-2	-14	6
O=C(CNC(=O)c1ccccc1F)NC1CC1	-32	-2	-1.7	-1	-1.7	4	1	-2	1
Cc1ccc(NS(=O)(=O)c2ccc3c(c2)NC(=O)CCS3)c(C)c1	-4	0	-3.2	-10	-0.1	-6	3	-7	-2
Cc1cc(OCCCCn2ccnc2)cc(C)c1Cl	-8	-1	-3.9	2	1.9	19	1	-10	-3
O=C(NCCCN1CCCC1=O)C1CCC(CNS(=O)(=O)c2ccc(Cl)cc2)CC1 (stereo unspecified)	-5	8	-2.3	6	-0.8	0	0	8	3
O=C(CCC(=O)Nc1ccc(F)cc1)N/N=C/c1cccs1	34	2	-1.0	-13	-1.1	9	0	-6	-3
COc1cc(CN2CCC(CO)(Cc3cccc(C(F)(F)F)c3)CC2)ccc1F	24	-4	0.3	34*	0.5	18	-5	6	11
Cc1ccc(NC(=O)c2cc3ccccc3oc2=N)cc1	·	3	-3.1	-3	-2.4	18	1	-23	1
O=C(CNC(=O)c1cccc(Cl)c1)N/N=C/C=C/c1ccccc1	16	2	-1.8	-8	0.7	16	1	-8	2
CC(=O)Nc1ccc(S(=O)(=O)NC(C(=O)O)C(C)C)cc1 (stereo unspecified)	·	0	-0.4	-6	-4.2	·	-3	·	4
c1ccc(Cn2nc(-c3ccccc3)nc2-c2ccccc2)cc1	1	5	-2.1	-12	0.2	29	-3	-21	4
CC(C)N1C/C(=C/c2cccnc2)C(=O)/C(=C/c2cccnc2)C1	-17	·	1.1	-4	-4.5	106*	0	-11	3
NS(=O)(=O)c1ccc(CNS(=O)(=O)c2ccc3ccccc3c2)cc1	-15	1	-0.5	4	-1.4	4	-2	-23	0
O=C(NCCN1CCOCC1)C1CCN(S(=O)(=O)N2CCCC2)CC1	-2	-5	-2.3	-8	0.4	-7	-10	6	6
COc1ccc(N=C2C(=O)Nc3ccccc32)cc1	14	3	-2.9	-16	-4.4	13	5	-4	0
COc1ccc(-c2cc(C(F)(F)F)nc(SCC(=O)NCc3cccs3)n2)cc1OC	3	6	-3.1	-11	-2.1	14	-9	9	1
CCc1cccc(C)c1NC(=O)CCCSc1nc2ccccc2s1	-4	3	0.2	10	-1.7	14	-6	5	-4
Cc1cc(NC(=O)c2cc(-c3ccccc3)on2)no1	16	-5	-2.2	-15	-1.8	24	-11	5	3
CN(C)c1ccc(Nc2c3c4c(cccc4n(C)c2=O)C(=O)c2ccccc2-3)cc1	-14	6	-3.2	-1	-0.8	14	-26	-12	7
Nc1nc(SCc2ccccc2Cl)ns1	5	-2	-3.6	-6	-3.8	11	7	-8	2
Fc1ccc(Br)cc1/C=N/n1cnnc1	-14	5	-1.3	-10	1.3	-6	15	-6	8
O=C(O)CSCCn1cccn1	-1	7	-0.6	1	-1.6	-15	3	0	1
O=C(NCCc1ccccc1)C(=O)NCC1OCCCN1S(=O)(=O)c1cccs1 (stereo unspecified)	58	4	-2.9	-17	-2.8	5	4	-2	6
CCOc1ccc(NC(=O)C2CCN(C(=O)C3CC(=O)N(c4ccc(C)cc4)C3)CC2)cc1 (stereo unspecified)	26	3	-3.3	-3	-2.6	11	0	5	-4
O=C(c1cc(COc2ccc(F)cc2F)on1)N1C[C@H]2CC[C@H]1C2	13	-2	-2.5	7	-2.1	10	-9	1	-2
CC(C)(C)c1ccc(OCCCNC2CCCC2)cc1	10	-7	-2.3	8	-3.6	16	1	-3	-1

# 2 entries picked at random from the list so far:
mol	PHOSPHO1 block	IDE inh	IMP-1 inhibitor	GPR7 antagonist	VIM-2 inhibitor	NALP1 inh	M18AAP inhibitor	pCIP destab	IDE act
CCc1cccc(C)c1NC(=O)CCCSc1nc2ccccc2s1	-4	3	0.2	10	-1.7	14	-6	5	-4
O=C(NCCc1ccccc1)C(=O)NCC1OCCCN1S(=O)(=O)c1cccs1 (stereo unspecified)	58	4	-2.9	-17	-2.8	5	4	-2	6

# (cont.)
mol	PHOSPHO1 block	IDE inh	IMP-1 inhibitor	GPR7 antagonist	VIM-2 inhibitor	NALP1 inh	M18AAP inhibitor	pCIP destab	IDE act
CCOC(=O)c1ccccc1NC(=O)Nc1ccc(OC)c(OC)c1	0	9	-0.7	15	-1.8	19	-8	-14	3
Nc1ccc2oc(C3CCCCC3)nc2c1	19	7	-3.6	-2	-0.4	-10	11	-16	8
CN1CCC(=O)N([C@H](COc2ccccc2)Cc2ccccc2)CC1	-2	2	-3.6	-3	-1.8	11	8	-2	3
C=CCn1c(SCC(=O)Nc2nc3ccccc3s2)nnc1-c1ccccc1O	-18	-5	-1.5	12	-2.3	·	-2	10	3
COc1ccc(-c2[nH]ncc2/C=N\NC(=O)c2ccc(Br)o2)cc1OC	52	7	-3.9	-19	-6.1	2	5	-5	4
Cc1cccc(C)c1NC(=S)N1CCCCCC1	11	3	-1.6	-10	-6.6	-21	-1	13	1
O=C(Nc1ccc2c(c1)OCO2)c1cnc2n(c1=O)CCS2	-13	-1	-4.0	-9	-1.7	6	-10	0	0
O=S(=O)(/N=C(/Nc1ccccc1F)c1ccccc1)c1ccccc1	6	2	0.2	-4	-2.8	-10	9	-20	1
C=CCNC(=S)N/N=C/c1ccc(C(F)(F)F)cc1	24	-8	-3.7	-13	-2.8	1	-2	19	0
OCCC1CN(Cc2cccn2-c2ccccn2)CCN1C1CCCC1 (stereo unspecified)	-24	1	-1.5	2	-0.9	2	-9	0	6
O=S1(=O)NC[C@]23C[C@H](c4ccc(F)cc4)[C@@H](C[C@@H]21)O3	36	0	·	·	·	-13	·	-3	0
Cc1cc(C)c(NC(=S)NC(NC(=O)c2ccccc2)C(Cl)(Cl)Cl)c(C)c1 (stereo unspecified)	-8	5	-1.1	0	-4.5	36	-2	3	8
CCn1c(N)c(C(=O)NCc2ccc3c(c2)OCO3)sc1=S	-37	3	-2.9	-2	-2.8	4	-7	0	0
O=c1[nH]c(SCc2n[nH]c(=S)n2-c2ccccc2)nc2sc3c(c12)CCC3	85*	-7	-2.4	-3	21*	2	-11	-11	-4
C=CCn1c(=O)c(C(C)=O)cn(N(C)c2ncc(C(F)(F)F)cc2Cl)c1=O	32	1	-3.6	-7	-2.5	6	-2	6	2
O=C(NCC1CCCO1)c1cccc(N2CCCC2=O)c1 (stereo unspecified)	24	0	-2.5	-2	-3.0	21	-1	-6	5
O=C(COC(=O)c1cc([N+](=O)[O-])ccc1N1CCOCC1)NCc1ccc(Cl)cc1Cl	19	-2	0.6	24*	-1.4	18	-2	1	-2
O=C(CCC(=O)NC12CC3CC(CC(C3)C1)C2)NC1CCCCC1	19	4	-1.4	-1	0.3	14	1	10	4
COc1ccccc1CN(C)C(=O)C(c1ccccc1)c1ccccc1	28	3	-3.3	4	-1.4	2	1	-20	1
O=C(NCCCn1ccnc1)C(=O)Nc1ccccc1	15	2	-2.2	-5	-6.0	-5	7	4	5
O=C(Cc1ccc(F)cc1)N1CCOCC1	19	2	-3.3	-12	-2.5	6	0	-15	1
CC(=O)C1=C(O)C(=O)N(CCC(=O)O)C1c1cccc(F)c1 (stereo unspecified)	14	0	-3.1	-7	-4.8	12	4	-15	3
COc1ccccc1-n1cnc2sc(-c3ccccc3)cc2c1=O	47	-1	-3.1	3	-1.1	-9	-4	-16	-1
O=C(c1cccs1)N1CCN(C2CCN(Cc3ccccc3)CC2)CC1	17	4	-2.5	1	-2.6	8	-4	-4	10
CCCN(CCC)CCCNC(=O)c1cn(CC)c2ccc(S(=O)(=O)N(C)C3CCCCC3)cc2c1=O	31	-1	0.1	-3	0.5	26	6	-15	0
O=C(Nc1nc(-c2ccccn2)cs1)c1ccc(Br)s1	10	3	-1.2	-5	-2.4	13	-7	-2	-19
O=c1[nH]c(N2CCc3ccccc32)nc2c1CCCC2	-4	-6	-2.5	-3	-1.8	·	0	3	4
Cc1nc(C)c(C(=O)C2=C(O)C(=O)N(CCN3CCOCC3)C2c2ccco2)s1 (stereo unspecified)	-10	1	-1.6	3	-1.2	3	16	3	6
CN(C)c1ccc(C2CC(c3ccccc3)=Nc3nc(-c4ccccc4)cn32)cc1 (stereo unspecified)	-14	·	-3.2	-5	-3.1	19	8	-2	·
CCOC(=O)C1CCN(C(=O)CCn2c(=O)[nH]c3ccsc3c2=O)CC1	10	0	-4.3	-17	0.9	1	-2	-3	-3
S=c1[nH]nc(Nc2ccccc2)s1	48	10	-3.8	2	-1.2	-11	2	11	·
CC(C)NC(=O)CN(C(=O)CCC(=O)Nc1ccccn1)c1ccc(F)c(Cl)c1	-12	-1	-3.0	-8	-0.1	-2	7	5	-7
CC(=O)C1CCCN(C(=O)c2ccc3nc(Cc4cccc(Cl)c4)oc3c2)C1 (stereo unspecified)	23	2	-3.6	-2	-2.2	-1	0	1	0
Cc1ccc(C(=O)OC(C)CN2CCOCC2)cc1 (stereo unspecified)	15	1	-3.0	-4	-2.6	15	0	-10	4
CC(Sc1nc2ccccc2s1)C(=O)NCc1ccc2c(c1)OCO2 (stereo unspecified)	-1	-1	-0.2	-1	0.8	41	-10	-10	4
Cc1ccc(-c2n[nH]c(=S)n2/N=C/c2cccn2C)cc1	27	4	-2.3	-5	-1.1	12	10	-1	-2
COc1ccccc1CNc1ccc2nnc(CCNC(=O)c3ccc(C)cc3)n2n1	29	-2	-2.4	-7	-4.3	-8	2	-11	3
CCSc1nnc(NC(=O)CSC2=NCCS2)s1	11	-1	-2.5	-4	-3.5	18	6	16	0
COc1cc(C=O)ccc1OCCCOc1ccccc1C(=O)O	7	2	-1.7	8	-4.2	8	2	3	2
CCC(=O)Nc1c(C)c(CC)nc2ccccc12	-15	9	-1.8	-10	-5.1	35	-5	3	2
O=C(CCCN1C(=O)C(c2ccccc2)Oc2cccnc21)NCc1ccccc1Cl (stereo unspecified)	-22	6	-3.1	7	-0.9	11	-1	4	-6
CCOC(=O)c1c(NC(=O)CN2CCCc3ccccc32)sc(C)c1CC	3	2	2.0	-2	-1.8	20	7	-9	0
CCc1nc(SCc2ccccc2C)n[nH]1	·	·	-0.4	0	0.3	12	-9	3	3
COc1ccc(-c2c(C)nn(Cc3ccccc3)c2N)cc1	24	-6	-0.7	-3	-3.4	14	0	4	7
Cn1c(N)c(C(=O)NCc2ccccc2Cl)sc1=S	15	4	-1.9	8	-0.6	10	7	-6	2
S=C(NCc1ccccc1)NCc1cccc(Cl)c1	37	·	-3.1	-10	-6.5	4	1	-14	6
